# Screening data as filed in PubChem.
# Rtt109 HAT inh = C. albicans Rtt109 histone acetyltransferase inhibition | Q5AAJ8 | purified Rtt109/Vps75, ThioGlo CoA-SH fluorescence, 4 h | inhibition, % at 34.9 µM | hit rate 0.16% among 330,000;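 active means inhibition of at least 50% in every replicate; inconclusive means best replicate reaches 50% inhibition but some replicates fall short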
# Cardiac RTF inh = cardiac RTF calcium desensitization; P19429+P45379; IANBD-labeled cardiac RTF, Ca2+ fluorescence; inhibition, % at 7.15 µM; hit rate 0.12% among 340,000;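 active means inhibition above the mean inhibition of all tested compounds plus 3 SD, cut at about 17% in these data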;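 further: assay run at fixed EC70 calcium of 1.6 mM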
# Mot1-301 SUMO = SUMOylation pathway inhibition by Mot1-301 growth rescue | S. cerevisiae Mot1-301 growth rescue, ATP luminescence, 38.5C; percent above DMSO median, 100 means doubled | growth rescue, % at 18.8 µM | hit rate 1% among 320,000 | AID 2716;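 active means every valid replicate shows activation above 250% relative to neutral control wells; inactive means the rest, any valid replicate at or below 250%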;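 further: OY570 slx delta 5 strain wells were the positive control but not used for scaling; some compounds called inactive have numbers as strong as hits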
# NSD2 HMT inh = blocks human histone methyltransferase NSD2; inhibition, % at 12.5 µM; hit rate 0.54% among 310,000; O96028; NSD2 peptide methylation, AlphaScreen, 120 min; in the data active means inhibition above about 50%
# dFosB act = activators of mouse delta FosB homodimer; hit rate 0.99% among 340,000; AID 493131; purified delta FosB, TAMRA-CDK5 oligo fluorescence polarization; percent of positive-control signal above neutral wells; activation, % at 25 µM; P13346;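 active means mean activation above about 17%, with every replicate also reaching it, limit read from the data, passing the limit was not always enough; inconclusive means only one of the two conditions met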;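 further: fluorescence polarization rise as delta FosB binds a TAMRA Cdk5 AP-1 oligo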
# Target sequence (P13346 whole entry, looked up): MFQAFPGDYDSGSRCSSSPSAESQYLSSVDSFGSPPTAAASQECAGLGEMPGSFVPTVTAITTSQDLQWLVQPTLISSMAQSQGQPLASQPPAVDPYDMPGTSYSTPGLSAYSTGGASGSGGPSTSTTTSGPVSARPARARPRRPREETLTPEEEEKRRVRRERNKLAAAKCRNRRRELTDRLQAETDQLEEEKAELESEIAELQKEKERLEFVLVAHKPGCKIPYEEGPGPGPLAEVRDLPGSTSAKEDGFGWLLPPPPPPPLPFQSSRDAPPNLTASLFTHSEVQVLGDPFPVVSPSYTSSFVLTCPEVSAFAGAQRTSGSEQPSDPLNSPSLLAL
# Keap1 Nrf2 FP = inhibitors of human Keap1-Nrf2 protein-protein interaction | Keap1 Kelch-Nrf2 peptide fluorescence polarization, 1536-well | inhibition, % at 9.4 µM | hit rate 0.15% among 340,000; in the data active means inhibition above about 12%; inconclusive means no clear call, values can overlap the other calls; inactive means below about 7.3%;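 further: human Keap1 Kelch domain with fluorescein labeled Nrf2 9mer peptide probe; 0% = neutral control wells and 100% = peptide positive control; higher means more block of Keap1 binding to Nrf2 peptide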
# Target sequence (Q14145 whole entry, looked up, the tested form may be a part): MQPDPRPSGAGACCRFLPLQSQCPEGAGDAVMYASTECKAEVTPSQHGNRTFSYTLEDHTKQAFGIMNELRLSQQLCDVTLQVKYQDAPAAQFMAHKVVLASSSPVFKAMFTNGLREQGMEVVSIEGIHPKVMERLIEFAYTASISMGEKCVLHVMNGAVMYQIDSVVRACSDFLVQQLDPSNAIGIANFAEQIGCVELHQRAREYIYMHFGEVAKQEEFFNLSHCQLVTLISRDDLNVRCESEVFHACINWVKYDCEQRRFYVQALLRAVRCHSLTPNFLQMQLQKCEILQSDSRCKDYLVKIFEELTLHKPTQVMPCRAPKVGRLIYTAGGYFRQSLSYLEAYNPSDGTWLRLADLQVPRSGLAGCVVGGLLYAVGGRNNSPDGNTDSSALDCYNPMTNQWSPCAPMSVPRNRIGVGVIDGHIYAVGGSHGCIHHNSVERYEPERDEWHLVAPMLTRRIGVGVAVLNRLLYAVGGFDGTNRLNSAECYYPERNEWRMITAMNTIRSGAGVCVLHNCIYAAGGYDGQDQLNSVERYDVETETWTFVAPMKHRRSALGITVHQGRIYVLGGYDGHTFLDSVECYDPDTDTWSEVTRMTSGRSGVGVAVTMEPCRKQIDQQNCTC
# CDK5 p35 inh = blocks human CDK5/p35 kinase activity. Q00535+Q15078. Recombinant CDK5/p35, ADP-Glo luminescence, 60 min. hit rate 0.01% among 330,000. inhibition, % at 10 µM;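 active means highest replicate inhibition of at least 50% and at least 75% of replicates reaching 50%; inconclusive means only one of the two criteria met; inactive means both criteria failed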;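 further: plate controls were DMSO neutral control for no effect and GW8510 at 10 µM for full effect; many of its hits are not listed in these tables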
# cardiac RTF act = cardiac RTF calcium sensitization; P19429+P45379; IANBD-labeled TnC RTF fluorescence at EC20 calcium; 0% EC20 calcium, 100% full calcium; activation, % at 7.2 µM; hit rate 0.24% among 340,000;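 active means activation above the mean over all tested compounds plus 3 SD, cut at about 30% in these data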;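 further: rise in fluorescence read as greater calcium sensitivity of cardiac thin filaments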
# PfHsp90 set2 = growth inhibition of yeast expressing Plasmodium Hsp90. hit rate 0.32% among 310,000. S. cerevisiae expressing PfHsp90, BacTiter-Glo ATP, 48 h; yeast lacking PDR1 and PDR3 efflux regulators. AID 504621. inhibition, % at 9.4 µM;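 active means every replicate shows inhibition above about 80%, whatever the replicate mean, limit read from the data; inconclusive means mean inhibition reaches the set limit but some replicate falls short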;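 further: 0% = DMSO neutral controls and 100% = 20 µM radicicol positive controls; yeast relying on Plasmodium falciparum Hsp90 in place of its own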
# C-LANA FP = inhibitors of KSHV LANA C-terminal domain DNA binding; hit rate 0.078% among 340,000; inhibition, % at 9 µM; MBP-C-LANA/FAM-LBS DNA binding, fluorescence polarization; AID 504423;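 active means highest replicate inhibition at or above 60% at 9 µM, even if other replicates fall short; inactive means all replicates below 60% inhibition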;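 further: 0% = neutral control wells and 100% = 4 µM acridine orange control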
# PvdQ inh = P. aeruginosa PvdQ acylase inhibition. hit rate 0.063% among 340,000. inhibition, % at 10 µM. purified PvdQ acylase, fluorescence plate reader. AID 488965; in the data active means inhibition above about 30%, passing the limit was not always enough; inconclusive means no clear call, values can overlap the other calls;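 further: 0% = vehicle neutral wells and 100% = reference inhibitor wells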
# * hit, by the source's call; u = inconclusive; x = not tested or not shown.
Molecule	Rtt109 HAT inh	Cardiac RTF inh	Mot1-301 SUMO	NSD2 HMT inh	dFosB act	Keap1 Nrf2 FP	CDK5 p35 inh	cardiac RTF act	PfHsp90 set2	C-LANA FP	PvdQ inh
CCOC(=O)c1cc2c(C)nn(-c3ccccc3)c2s1	-1	-8	1	1	-19	-2	-0.6	-4	0	0.5	-10
COc1cccc(/C=N/Nc2ncnc3c2[nH]c2ccc(C)cc23)c1OC	11	-5	-27	-1	4	0	-0.6	4	-18	2.3	6
NC(=O)COC(=O)c1ccccc1SCC(=O)NC1CCCCCC1	4	-9	-4	3	-3	-2	-0.3	-7	-9	-7.2	24
CC(=O)Nc1ccnn1C1CCN(C(=O)c2cccc(C)c2C)CC1	0	-1	-1	-2	1	-7	-1.0	-6	32	1.9	-13
COc1ccc(-c2c[n+](CC(=O)c3cccs3)c3n2CCC3)cc1	0	1	145	0	-4	-7	5.8	-3	5	-0.5	8
COc1cc2[nH]c(=O)n(CCC(=O)NCCC(C)C)c(=O)c2cc1OC	1	4	12	x	-1	1	0.6	7	x	-0.4	-13
CC(CCc1ccccc1)NCC(O)c1cccc([N+](=O)[O-])c1 (stereo not given)	x	3	12	8	-11	-3	-2.1	2	-10	-1.3	-18
Cc1ccc(NC(=S)Nc2ccc(S(=O)(=O)N3CCOCC3)cc2)cc1S(=O)(=O)N1CCOCC1	3	-13	-9	-2	-10	-5	-0.8	14	4	-1.2	-13
CCOC(=O)C1(Cc2cccc(OC)c2)CCN(Cc2ccc3c(c2)OCCO3)CC1	0	2	13	2	-10	-3	-1.7	10	42	0.5	-14
COC(=O)C1=C(C)N(CCCC(=O)O)C(=O)NC1c1ccc(-c2ccccc2)cc1 (stereo not given)	11	-1	-5	x	-6	-2	0.8	1	x	-2.0	-14
CCOC(=O)N/N=C/c1cc(C)n(-c2ccccc2)c1C	26	-8	1	-1	-6	-2	0.4	-4	-6	-1.9	1
CCOC(=O)[C@@H]1[C@H]2COc3cc(OC)ccc3[C@@H]2N2C(=O)N(c3cccc(C)c3)C(=O)[C@]12C	-6	-1	-10	x	0	1	0.2	-2	1	3.2	-6
Cc1cc2c(=O)[nH]cnc2s1	-3	-7	0	-2	-6	3	0.0	7	-2	0.8	-12
O=S(=O)(N/N=C\c1ccccc1O)c1ccc(Cl)cc1	-6	2	-7	0	-2	-5	-0.2	0	12	-1.3	-17
O=C(Nc1ccccc1C(=O)N1CCCC1)c1ccc(Cl)c([N+](=O)[O-])c1	-1	-9	-20	10	-17	-3	0.5	2	0	1.1	-18
Cc1cc(C)c(CN2CCN(CCCn3ccc(NC(=O)OCc4ccccc4)nc3=O)CC2)c(C)c1	8	3	x	x	-8	-4	-0.6	1	34	0.5	-15
CCOC(=O)c1c(NC(=O)CSc2c[nH]c3ccccc23)sc2c1CCCC2	2	2	-12	x	-8	2	1.4	0	-2	-0.4	-11
Cc1ccc(C)c(N2CCN(CCN3CCCCC3)CC2)c1	-1	4	53	1	-7	4	0.3	4	1	-0.8	7
Cc1nc(CNS(=O)(=O)c2cccnc2)cs1	13	-14	-6	3	-3	2	-2.5	3	7	1.3	1
COc1ccc(NC(=S)c2ccncc2)cc1	-1	2	16	-2	-12	-7	-6.4	3	9	0.1	9
CC(C)C[C@@H](COc1ccccc1)N1CCN(C)CCC1=O	5	-13	-7	x	-7	-1	-0.3	-7	-10	-1.1	-12
Cc1csc(SCCn2c(N3CCOCC3)nc3c2c(=O)[nH]c(=O)n3C)n1	-5	-2	-6	x	-4	-1	-1.5	3	x	1.5	-8
COc1cc(C(=O)NCC(=O)NCCSc2ccc(Br)cc2)cc(OC)c1OC	0	-7	13	-3	-15	-3	-0.8	-8	-2	-0.9	-5
CCN(CC(=O)NCc1ccc(F)cc1)C(=O)/C=C/c1cccs1	4	14	x	-4	-1	2	4.5	1	11	4.5	9
COc1cccc(C2=NOC(C(=O)N3CCc4ccccc4C3)C2)c1 (stereo not given)	8	-3	-6	x	-8	-2	-0.1	-2	13	0.0	-8
COc1ccccc1C1C(C#N)=C(N)Oc2c1oc(CO)cc2=O (stereo not given)	1	-9	190	-4	-1	-8	0.0	-5	x	-0.9	5
CC(=O)NC12CC3CC(C1)CC(C(=O)Oc1ccc(N(C)S(=O)(=O)c4cc(C)ccc4C)cc1)(C3)C2	11	-2	13	0	-6	2	1.3	-6	-1	0.3	-2
COCCn1c(C)cc(C(=O)COC(=O)Cc2n[nH]c(=O)c3ccccc23)c1C	14	-8	x	0	1	2	-1.1	-2	x	-1.8	9
CN1c2ccccc2-c2ccccc2S1(=O)=O	10	-9	x	x	7	-1	0.0	0	-48	1.2	-8
Cc1ccc(C)c(OCC(=O)NNC(=O)c2ccc(=O)[nH]c2)c1	4	4	-7	0	-2	-1	-2.1	-2	15	-0.6	-6
O=C(CN1CCCCCC1=O)OCc1ncc(-c2ccccc2)o1	-5	5	12	-2	-1	1	1.5	-2	3	-0.1	-3
CC(C)(C)c1ccc(C(=O)N2CCC(C(=O)NCc3ccco3)CC2)cc1	1	-6	x	-1	-3	-4	0.2	-1	4	0.8	-7
Cc1ccc(-n2nc3c(=O)n(CCCC(=O)NCCN4CCN(C)CC4)nc(C)c3c2C)cc1	5	-8	-17	4	-6	-3	0.7	0	-2	-0.9	5
CN(C)S(=O)(=O)c1ccc(C(=O)Nc2ccn(C)n2)cc1	-6	14	223	0	-2	4	0.3	0	-15	1.3	-5
CN(CC1CCCO1)S(=O)(=O)c1ccc(C(=O)Nc2nnc(-c3ccccc3)o2)cc1 (stereo not given)	-9	-4	-13	-1	-11	-3	1.8	3	20	-0.4	-3
N#C/C(=C(/O)COC(=O)c1ccc(O)cc1)c1nc2ccccc2[nH]1	-6	-5	546	0	-7	-2	-2.2	-2	-10	-0.9	-13
COC(=O)/C(=N/Nc1ccc(C)cc1)N1CCCc2ccccc21	5	0	41	2	-13	0	-1.0	-3	-1	0.1	0
COc1cccc(CNS(=O)(=O)c2cc3c4c(c2)CCC(=O)N4CCC3)c1	2	2	38	5	-5	-1	0.1	4	-3	0.4	10
O=C1N=C(N2CCOCC2)S/C1=C\c1ccc(OS(=O)(=O)c2ccccc2)cc1	3	-19	0	17	-7	1	1.7	2	-20	-2.2	-3
O=S(=O)(c1ccccc1)c1nc(-c2ccc(Cl)cc2)oc1NCCCN1CCOCC1	2	4	x	-3	-7	-3	1.5	-17	-9	-1.9	-5
O=C(O)c1ccc(CN2C(=O)c3cccc4c([N+](=O)[O-])ccc(c34)C2=O)cc1	-2	-18	x	x	-5	0	1.8	10	-49	0.8	-9
O=C(COC(=O)C1CC2C=CC1C2)Nc1ccc([N+](=O)[O-])cc1 (stereo not given)	1	2	-5	0	-3	-1	-0.8	-2	3	-0.4	-19
O=C(CNS(=O)(=O)c1ccc(Cl)cc1)NC1CCCCC1	-12	-8	14	-4	3	5	-0.5	0	-10	-1.2	-12
CC(=O)Oc1ccc(-c2cccc(C(=O)Oc3ccccc3)c2)cc1	2	-5	2	1	1	-5	1.4	-2	5	-0.6	3
Cc1ccc(S(=O)(=O)NCCNC(=O)c2nonc2N)cc1	3	3	126	-3	-1	4	-0.4	6	-6	0.0	-13
N#Cc1cccc(C(=O)OCC(=O)N2CCCc3ccccc32)c1	u	1	5	2	-7	2	-0.3	10	5	-0.8	6
CCOC(=O)c1c(C)[nH]c(C(=O)COC(=O)c2oc3ccc(OC)cc3c2C)c1C	-5	-23	3	4	u	2	1.3	1	x	-0.8	-5
Cc1nnc2n(c1=O)C(CS(=O)(=O)c1ccccc1)CS2 (stereo not given)	12	3	0	x	1	-5	-0.9	2	x	0.3	-3
CC(=O)NCC(=O)N1CCC(n2nccc2NC(=O)CCCc2ccccc2)CC1	0	-10	-11	1	0	-2	0.3	12	-4	0.6	-9
Fc1ccc(OCc2nc3ccccc3s2)cc1	5	1	459	-5	1	-2	-0.3	1	2	2.4	-1

# The list continues.
Molecule	Rtt109 HAT inh	Cardiac RTF inh	Mot1-301 SUMO	NSD2 HMT inh	dFosB act	Keap1 Nrf2 FP	CDK5 p35 inh	cardiac RTF act	PfHsp90 set2	C-LANA FP	PvdQ inh
O=C1CC(NNc2nc3ccccc3s2)C(=O)N1c1ccc(F)cc1 (stereo not given)	1	-1	-1	-1	11	-2	-0.4	-8	3	-1.8	-6
COC(=O)c1ccc(Oc2nc(Nc3ccccc3)nc(N(C)C)n2)cc1	-1	-1	-27	-5	-7	-1	0.8	2	x	0.1	-18
CCN(CC)S(=O)(=O)c1ccc(C(=O)Nc2c3c(nn2C(C)(C)C)CS(=O)(=O)C3)cc1	1	-3	-14	3	-3	-2	2.2	-1	-14	0.2	3
CC(C)NC(=O)c1ccc(-c2cc(C(F)(F)F)ccc2Cl)o1	2	-7	12	0	-7	-6	1.0	7	-14	-1.6	-10
Cc1ccc(Cn2nnc(C(=O)Nc3cc(C)ccc3C)c2N)cc1	0	4	-13	-1	-4	-4	0.2	0	x	-0.2	-11
COc1ccc(-c2noc(CCCC(=O)N3CCN(c4cc(C)ccc4C)CC3)n2)cc1	5	-6	x	x	-19	-5	0.3	-4	0	-1.1	-7
CN(C(=O)CSc1ncnc2ccccc12)C1CCCCC1	-4	3	x	0	-4	2	1.3	-3	-7	-4.9	0
O=C(Nc1ccc2c(c1)OCO2)c1ccc(Br)o1	-8	2	18	2	-6	-3	1.2	-4	-17	-1.2	1
CCN(CC)CCNc1nc2nonc2nc1NCCN(CC)CC	1	-5	18	41	-4	-1	0.7	7	8	0.5	-6
COc1ccc(N=C2C(=Nc3ccc(OC)cc3)N(c3ccc(OC)cc3)C(=S)N2C)cc1	-4	1	-10	29	-7	-3	0.4	-1	4	-0.5	-6
COc1ccc(NC(=O)c2ccc(S(=O)(=O)N3CC(C)CC(C)C3)cc2)cc1S(N)(=O)=O (stereo not given)	-4	-3	-4	0	-3	-1	0.3	-4	x	-0.2	-19
COc1cccc(CC(NC(C)=O)C(=O)NC2CCN(c3nc(C)cc(C)c3C#N)CC2)c1 (stereo not given)	-4	-4	14	-3	1	-1	-0.2	1	-11	3.2	-5
Cc1cc(=O)oc(C)c1C(=O)OCC(=O)c1ccc2ccccc2c1	-1	-3	x	-1	-16	1	-1.3	-5	17	0.3	-9
COc1ccc2c(c1)c(C(=O)CN1CCOCC1)c(C)n2C	5	-7	107	7	-4	-6	-0.8	3	11	0.4	-10
CC(=O)N1C(=O)C2(C(C#N)=C(N)Oc3cc(C)oc(=O)c32)c2ccccc21 (stereo not given)	4	8	-3	1	3	-2	-4.5	-3	x	0.3	3
NC(=O)c1ccc(NC(=O)CN2CCN(c3ccc(Cl)cc3)CC2)cc1	x	5	18	-3	3	1	-0.6	-3	8	-1.5	1

# Rows were taken by chance; any-hit rate near 3.2%.
